Screening data from PubChem BioAssay.
CAL PDZ FP-1: blocks peptide binding to the human CAL PDZ domain; Q9HD26; purified CAL PDZ, TMR-peptide fluorescence polarization, 1 h; inhibition, % at 24.9 µM; hit rate 0.92% among 300,000; AID 602252;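 active = mean inhibition of at least 30% with at least half of replicates also reaching 30%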;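 also: 0% = DMSO neutral control and 100% = excess unlabeled competitor peptide PRC23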
SR-BI DiI inh: inhibitors of mouse SR-BI mediated HDL lipid uptake. Q61009. ldlA[mSR-BI] CHO cells, DiI-HDL uptake fluorescence, 3 h. inhibition, % at 12.5 µM. hit rate 0.96% among 320,000;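 active = mean replicate inhibition of at least 70% and a set share of replicates each scoring 70 or more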;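 also: 0% = median of neutral control wells and 100% = median of positive control wells; values of inactives mirror those of a sister screen read the other way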
PvdQ acylase: P. aeruginosa PvdQ acylase inhibition; inhibition, % at 10 µM; AID 488965; purified PvdQ acylase, fluorescence plate reader; hit rate 0.063% among 340,000; in the data active = inhibition above about 30%, passing the limit was not always enough;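 also: 0% = vehicle neutral wells and 100% = reference inhibitor wells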
NSD2 inh: NSD2 (human) methyltransferase inhibition; hit rate 0.54% among 310,000; NSD2 peptide methylation, AlphaScreen, 120 min; inhibition, % at 12.5 µM; O96028; AID 743445; in the data active = inhibition above about 50%
Target sequence (O96028 whole entry, looked up): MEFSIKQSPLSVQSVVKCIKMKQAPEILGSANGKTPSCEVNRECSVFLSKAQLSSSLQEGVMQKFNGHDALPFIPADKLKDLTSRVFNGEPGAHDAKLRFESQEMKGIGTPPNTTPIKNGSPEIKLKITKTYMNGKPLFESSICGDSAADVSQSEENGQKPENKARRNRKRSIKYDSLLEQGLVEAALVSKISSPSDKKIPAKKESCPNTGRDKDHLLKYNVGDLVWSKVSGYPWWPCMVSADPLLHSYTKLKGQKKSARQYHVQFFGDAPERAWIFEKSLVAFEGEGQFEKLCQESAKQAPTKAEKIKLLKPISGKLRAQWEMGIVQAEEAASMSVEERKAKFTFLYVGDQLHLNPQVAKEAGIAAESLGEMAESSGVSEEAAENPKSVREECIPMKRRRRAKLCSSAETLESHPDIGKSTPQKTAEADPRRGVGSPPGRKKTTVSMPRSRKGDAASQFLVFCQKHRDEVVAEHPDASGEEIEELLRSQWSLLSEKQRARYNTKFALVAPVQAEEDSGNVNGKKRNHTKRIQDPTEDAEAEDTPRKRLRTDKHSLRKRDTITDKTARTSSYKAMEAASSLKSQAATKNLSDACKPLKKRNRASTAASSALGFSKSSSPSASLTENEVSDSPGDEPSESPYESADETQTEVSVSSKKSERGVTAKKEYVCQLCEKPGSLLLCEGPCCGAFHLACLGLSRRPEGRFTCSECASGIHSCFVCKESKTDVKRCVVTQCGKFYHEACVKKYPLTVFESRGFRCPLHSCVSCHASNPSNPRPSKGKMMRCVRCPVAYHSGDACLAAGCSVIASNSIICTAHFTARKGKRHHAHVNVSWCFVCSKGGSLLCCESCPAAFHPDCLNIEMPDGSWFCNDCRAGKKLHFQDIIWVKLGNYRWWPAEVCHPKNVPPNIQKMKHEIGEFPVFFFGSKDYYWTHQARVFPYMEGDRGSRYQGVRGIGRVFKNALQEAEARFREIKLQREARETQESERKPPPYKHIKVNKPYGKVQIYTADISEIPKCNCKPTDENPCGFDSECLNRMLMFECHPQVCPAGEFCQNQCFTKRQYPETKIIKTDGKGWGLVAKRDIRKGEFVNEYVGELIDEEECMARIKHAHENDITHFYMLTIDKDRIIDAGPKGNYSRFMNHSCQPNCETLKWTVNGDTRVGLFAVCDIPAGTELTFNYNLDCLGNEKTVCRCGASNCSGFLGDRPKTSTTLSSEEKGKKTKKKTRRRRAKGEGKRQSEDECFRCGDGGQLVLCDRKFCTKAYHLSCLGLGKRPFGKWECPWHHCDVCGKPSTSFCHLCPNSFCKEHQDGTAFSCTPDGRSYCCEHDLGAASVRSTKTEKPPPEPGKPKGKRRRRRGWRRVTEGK
dFosB activator: activators of mouse delta FosB homodimer; hit rate 0.99% among 340,000; AID 493131; P13346; activation, % at 25 µM; purified delta FosB, TAMRA-CDK5 oligo fluorescence polarization; percent of positive-control signal above neutral wells;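 active = mean activation above about 17%, with every replicate also reaching it, limit read from the data, passing the limit was not always enough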;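 also: fluorescence polarization rise as delta FosB binds a TAMRA Cdk5 AP-1 oligo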
MITF TRPM1 HTS: activators of MITF-driven TRPM1 promoter activity in SK-MEL-5 cells | activation, % at 12.5 µM | hit rate 0.75% among 300,000 | SK-MEL-5 TRPM1-promoter luciferase, 24 h; % of positive control, neutral wells = 0;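 active = mean activation of at least 80% with every replicate also reaching 80%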;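 also: 0% = neutral control wells and 100% = parthenolide positive control wells; values of inactives mirror those of a sister screen read the other way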
SR-BI uptake up: enhances SR-BI lipid uptake from DiI-HDL | activation, % at 12.5 µM | AID 504775 | hit rate 0.096% among 320,000 | CHO ldlA[mSR-BI] cells, DiI-HDL uptake fluorescence, 3 h; 100 = double the neutral-control signal;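 active = mean replicate activation of at least 60% and every replicate at or above 60%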;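 also: 0% = median plate neutral-control signal and 100% = twice that signal; values of inactives mirror those of a sister screen read the other way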
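system = CHO ldlA[mSR-BI] cells, LDL receptor-null, SR-BI overexpressing | medium = Ham's F12 with 0.5% BSA, HEPES 25 mM, pH 7.4 | probe or stimulus = DiI-HDL 10 µg/mL | compound dosing = single-point compound dose | incubation = compound exposure 3 h, 37 °C | technique = DiI fluorescence, bottom read | read-out = cell-associated DiI fluorescence as measure of HDL uptake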
Rtt109 HAT inh: blocks Candida albicans Rtt109/Vps75 acetyltransferase activity. Q5AAJ8. purified Rtt109/Vps75, ThioGlo CoA-SH fluorescence, 4 h. inhibition, % at 34.9 µM. hit rate 0.16% among 330,000. AID 540336;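 active = inhibition of at least 50% in every replicate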
CAL PDZ FP-2: blocks peptide binding to human CAL PDZ domain. Q9HD26. purified CAL PDZ, TMR-peptide fluorescence polarization, 1 h. AID 504414. hit rate 0.02% among 330,000. inhibition, % at 20 µM;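 active = highest replicate inhibition of at least 40%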;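 also: plate controls were DMSO neutral control wells for no effect and unlabeled competitor peptide control wells for full effect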
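Material: tagged CAL PDZ domain; buffer or medium: 25 mM sodium phosphate pH 7.4, 150 mM NaCl, TCEP, IgG, Thesit; compound dosing: single point, 20 µM; schedule: 1 h incubation at room temperature before polarization reading; measured by: FP readout, S and P plane fluorescence; read-out basis: percent inhibition from loss of millipolarization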
PfHsp90 yeast 2: reduces growth (ATP signal) of yeast expressing P. falciparum Hsp90; S. cerevisiae expressing PfHsp90, BacTiter-Glo ATP, 48 h; yeast lacking PDR1 and PDR3 efflux regulators; inhibition, % at 9.4 µM; hit rate 0.32% among 310,000; AID 504621;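 active = every replicate shows inhibition above about 80%, whatever the replicate mean, limit read from the data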;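 also: 0% = DMSO neutral controls and 100% = 20 µM radicicol positive controls; yeast relying on Plasmodium falciparum Hsp90 in place of its own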
* marks the source's active call; other numbers are inactive results; x = not tested or not shown.

Every second line gives: NSD2 inh | CAL PDZ FP-2 | MITF TRPM1 HTS | SR-BI uptake up | PvdQ acylase | PfHsp90 yeast 2 | dFosB activator | SR-BI DiI inh | Rtt109 HAT inh | CAL PDZ FP-1
COc1ccc(S(=O)(=O)N(C)c2ccc(C(=O)Nc3c(C)n(C)n(-c4ccccc4)c3=O)cc2)cc1
→ x | -1.4 | -12 | 10 | -8 | 1 | -11 | -10 | 3 | -3
CC(=O)OC(/C(O)=C(\C#N)c1nc2ccccc2[nH]1)c1ccccc1 (configuration not stated)
→ x | 0.3 | 10 | 24 | 5 | 28 | 0 | -24 | -1 | -12
C/C(CC1(O)C(=O)Nc2ccccc21)=N\O (configuration not stated)
→ 0 | 0.9 | -2 | 16 | 0 | 15 | -1 | -16 | 8 | -8
O=C(NCCc1ccccc1)c1ccc(NC(=O)C2CCCC2)cc1
→ x | -0.2 | 12 | -12 | -3 | 6 | 9 | 12 | 6 | 5
Cc1cccc(NC(=O)c2cccc(S(=O)(=O)N3CCCC3)c2)n1
→ -2 | -1.6 | 1 | -26 | -6 | x | -4 | 26 | 5 | -2
Cc1cc(C)c(NC(=O)CSCc2nc3sc(C)c(C)c3c(=O)[nH]2)c(Cl)c1
→ -4 | -0.5 | 8 | 26 | -5 | -50 | 32* | -26 | -5 | x
Cc1cccc(C)c1NC(=O)c1ccc(N2CCCC2=O)cc1
→ 4 | -1.1 | 11 | -13 | -7 | -7 | -7 | 13 | 2 | x
Cc1ccc(C(=O)N/C(=C\c2ccco2)C(=O)NCCCN2CCOCC2)cc1C
→ 0 | -3.0 | -3 | 28 | -6 | -6 | 3 | -28 | 0 | -3
Cn1c(=O)n(CCN2CCOCC2)c(=O)c2c1nc1n2CCN1c1ccc(Oc2ccccc2)cc1
→ 4 | -4.4 | -4 | -3 | -13 | -56 | -11 | 3 | 2 | -3
O=C(Nc1ccc(Cl)cc1F)C1CCN(S(=O)(=O)c2cccc3nonc23)CC1
→ -3 | -2.1 | -9 | -12 | 2 | 0 | 4 | 12 | 10 | -3
CCc1ccc(C(=O)/C=C2\Sc3ccccc3NC2=O)cc1
→ -1 | -1.9 | -4 | -8 | -3 | 15 | -2 | 8 | -2 | x
Nc1nc(SCC(=O)N2CCN(S(=O)(=O)c3ccc(Cl)cc3)CC2)n[nH]1
→ -6 | -1.7 | 1 | 2 | -15 | 8 | -4 | -2 | -12 | x
Cn1c(-c2ccc(Cl)cc2)cnc1N
→ 13 | -1.9 | x | 3 | 1 | 18 | 6 | -3 | -3 | -5
CC(=O)Nc1ccc(NC(=O)C(C)Sc2nc3ccccc3c(=O)n2CC2CCCO2)cc1 (configuration not stated)
→ -1 | -2.6 | 2 | 6 | -8 | x | 11 | -6 | 0 | -5
O=C(CCn1c(=O)sc2ccccc21)NCc1ccccc1
→ x | -1.9 | x | 14 | 12 | 3 | -4 | -14 | 1 | x
O=C(NCc1cccs1)C(=O)NCC1OCCCN1S(=O)(=O)c1cccs1 (configuration not stated)
→ -2 | -2.4 | -1 | 5 | -9 | -8 | 7 | -5 | -1 | -1
CC(NC(=O)C1CC1)C(c1cccs1)N1CCOCC1 (configuration not stated)
→ -2 | 0.3 | -4 | 6 | 1 | 1 | 1 | -6 | 7 | -1
C=CCn1c(SCC(=O)c2cccs2)nc2sc(CC)cc2c1=O
→ -1 | 0.1 | -20 | -7 | 0 | -4 | -9 | 7 | -3 | 6
O=C(c1cnc(Cl)c(Cl)c1)N1CCN(S(=O)(=O)c2ccc3ccccc3c2)CC1
→ 1 | -2.8 | 1 | -8 | -9 | 9 | -5 | 8 | -4 | 9
CCn1cc(CNC(=O)/C=C/c2ccc([N+](=O)[O-])cc2)c(C)n1
→ x | x | -9 | -34 | 1 | 2 | 0 | 34 | 0 | -3
NC(=O)Cc1ccc(Nc2nnc(-c3ccc(O)cc3)c3ccccc23)cc1
→ 3 | -2.1 | -4 | -29 | -3 | 10 | -1 | 29 | x | -4
COC(=O)C(C)n1cnc2c(nnn2-c2cccc(OC)c2)c1=O (configuration not stated)
→ -3 | 0.3 | 29 | 10 | 2 | -4 | -11 | -10 | 25 | x
C=C(C)Cn1c(N2CCCC2)nc2c1c(=O)n(C)c(=O)n2C
→ -2 | -0.4 | -10 | x | -12 | 22 | -4 | x | -1 | 18
CC(=O)c1ccc(NC(=O)C(=O)c2cn(CC(=O)N3CCCCC3)c3ccccc23)cc1
→ -3 | 0.3 | -3 | -6 | 8 | 13 | 4 | 6 | -2 | 1
Cc1ccc(C)c(OCCC(=O)N2CCN(S(=O)(=O)c3ccc([N+](=O)[O-])cc3)CC2)c1
→ -2 | -0.1 | -28 | -2 | -3 | -2 | -6 | 2 | -3 | 5
CC(C)(C)NC(=O)NC(=O)COC(=O)c1ccc2c(c1)S(=O)(=O)N=C1CCCCCN12
→ -1 | -0.1 | -3 | 5 | -16 | 0 | -4 | -5 | 2 | 0
Cc1ccc(NC(=O)CSc2nnc(NC(=O)C3CC3)s2)cc1
→ -1 | -1.9 | 0 | 3 | -5 | 8 | 31* | -3 | -1 | 4
COc1ccc2c(c1OC)CN(C)CCc1cc3c(cc1C(=O)C2)OCO3
→ -1 | -0.2 | 7 | 20 | 5 | 6 | 2 | -20 | 1 | 0
Cc1ccc(COC(=O)Cc2coc3cc(O)ccc23)cc1
→ 1 | -0.4 | 0 | 5 | -12 | -6 | -4 | -5 | -7 | -1
O=C(Cc1ccccc1)NN1CCCCC1
→ 14 | -1.6 | x | x | 9 | -4 | -1 | x | -1 | 0
COc1ccc(NC(=O)CSc2nnc(Cn3cnc4ccccc43)o2)cc1
→ 0 | -2.0 | -11 | 19 | -7 | 7 | -4 | -19 | 9 | -3
CCOc1ccc(N2C(=O)c3cccnc3C2Nc2ccc(Cl)cc2)cc1 (configuration not stated)
→ -4 | -2.0 | 4 | -25 | -8 | -22 | -10 | 25 | 4 | x
CCOC(=O)N1CCN(C(=O)CSCC(=O)Nc2nc(-c3ccc(C)cc3)cs2)CC1
→ x | -0.1 | -10 | -70 | 1 | -14 | -1 | 70 | 5 | -4
CCOC(=O)c1ccc2c(c1)[nH]c(=S)n2CC
→ -1 | -2.2 | 18 | -1 | -4 | 10 | -4 | 1 | -2 | -3
Cc1ccc(S(=O)(=O)N2CCN(CCc3ccccc3)CC2)c(C)c1
→ 1 | 2.1 | -8 | -10 | -9 | -4 | -22 | 10 | -6 | -2
CC(=O)Nc1ccc(CN2CCCN(C)CC2)cc1
→ x | -0.3 | x | 8 | -12 | 13 | -3 | -8 | 3 | -2
CCOC(=O)[C@H](CCc1ccccc1)N[C@@H](C)C(=O)N1[C@H](C(=O)O)C[C@@H]2CCC[C@@H]21
→ x | 0.3 | 2 | 3 | -9 | -3 | -2 | -3 | 1 | 20
COc1ccc(CNC(=O)CCCn2nc(C)c([N+](=O)[O-])c2C)cc1OC
→ 86* | -1.8 | -2 | -26 | -6 | 2 | 8 | 26 | 0 | 0
Cc1ccccc1NC(=O)C(=O)NNC(=O)COc1ccc2ccccc2c1
→ 2 | -1.0 | 5 | 8 | -14 | -17 | -10 | -8 | -2 | 39*
Cc1cc(=O)[nH]c(SCC(=O)NCCC2=CCCCC2)n1
→ 0 | -1.1 | -2 | 30 | -9 | -11 | -8 | -30 | -19 | x
CNC(=S)NNC(=O)c1ccc2c(c1)OCO2
→ 1 | -0.2 | 2 | -3 | -3 | 20 | -4 | 3 | -11 | -4
Cc1ccc(NC(=O)CSCC(=O)OCc2cc(=O)oc3cc(O)ccc23)c(C)c1
→ -1 | -2.6 | 4 | 0 | 2 | 16 | -8 | 0 | -124 | -5
Cc1cc(S(=O)(=O)n2cnc3cc([N+](=O)[O-])ccc32)ccc1Cl
→ -1 | -2.9 | 9 | 17 | -9 | -4 | 4 | -17 | -3 | -2
Cc1ccc(N(CCC#N)C(=O)COC(=O)c2cc(C)no2)cc1
→ 1 | -2.4 | 8 | 31 | 2 | x | 2 | -31 | 8 | -1
Cc1cccc(N2CCN(C(=O)CCC(=O)N3CC(C)Oc4ccc(C)cc43)CC2C)c1 (configuration not stated)
→ x | -0.4 | x | -41 | -1 | 8 | -3 | 41 | 0 | -3
CCOC(=O)c1c(/N=C/N(C)C)sc2c1CCC2
→ x | -0.6 | -10 | 24 | -5 | -17 | 5 | -24 | 1 | 4
CC(C)c1nnc(N2C(=O)c3oc4ccccc4c(=O)c3C2c2ccco2)s1 (configuration not stated)
→ 6 | 0.3 | -16 | -28 | 2 | -8 | 8 | 28 | 4 | -7
Oc1c(Br)cc(C2N=C(c3ccccc3)NO2)cc1Br (configuration not stated)
→ -2 | -2.1 | -8 | -9 | 8 | -3 | 1 | 9 | 28 | -1
COc1ccc([C@@H]2CC=C(C(=O)O)[C@H](c3ccc(Br)cc3)N2S(=O)(=O)c2ccc(C)cc2)cc1OC
→ x | -1.9 | 4 | 36 | -3 | 14 | -7 | -36 | 4 | 11
COc1ccc(Nc2nc(N)nc(SCc3nnc(C)s3)n2)cc1
→ -2 | x | 48 | 8 | 8 | -1 | -7 | -8 | -3 | -6
Cc1cc2c(cc1S(=O)(=O)N1CCN(c3ccccc3)CC1)OCCN2C
→ x | -2.6 | -3 | -11 | -13 | -8 | -5 | 11 | 0 | x
COCCN(C)Cc1nc(C(c2ccccc2)c2ccccc2)no1
→ -2 | -0.5 | x | -10 | -11 | -5 | -5 | 10 | -1 | -3
O=C1Nc2ccc(S(=O)(=O)N3CCCCCC3)c3cccc1c23
→ x | -1.2 | -9 | x | 2 | -1 | -7 | x | -8 | 0
O=C(c1ccccc1)c1cccs1
→ -3 | -1.2 | 11 | -1 | -1 | 24 | 5 | 1 | x | -4
NC(=O)c1ccc(NC(=O)c2ccccc2S(=O)(=O)c2ccccc2[N+](=O)[O-])cc1
→ 1 | -0.5 | 5 | 17 | -4 | 11 | -5 | -17 | 3 | 0
Cc1cc(C)nc(N(C#N)Cc2ccccc2C)n1
→ 3 | -3.8 | -1 | 3 | -5 | -34 | -2 | -3 | -6 | 0
Cc1cc(NC(=O)CSc2cn(C)c3ccccc23)no1
→ x | -1.3 | -1 | -4 | 4 | -4 | -7 | 4 | -3 | x
